LAP4 TOR yeast – alters LAP4-GFP fluorescence in TOR pathway yeast screen; S. cerevisiae LAP4-GFP multiplex, flow cytometry GFP, 3 h; median GFP as percent of DMSO wells; 320,000 tested, 0.34% active; AID 2023; GFP response vs DMSO, % at 10 µM;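 active = GFP response vs DMSO above a set limit, about the screen mean plus 3 SD, cut at about 150% in these data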
proCasp7 act – counter-screen for procaspase-3 activators: activators of human procaspase-7 | P55210 | recombinant procaspase-7, Ac-DEVD-pNA absorbance 405 nm; D23A/D198A/D206A triple mutant, cannot self-cleave; scale: DMSO 0, 5 µM enzyme 100 | activation, % at 8.5 µM | 330,000 tested, 0.093% active;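 active = percent activation above the screen-wide mean plus 3 SD, cut at about 25% in these data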
Target sequence (P55210 whole entry D23A/D198A/D206A): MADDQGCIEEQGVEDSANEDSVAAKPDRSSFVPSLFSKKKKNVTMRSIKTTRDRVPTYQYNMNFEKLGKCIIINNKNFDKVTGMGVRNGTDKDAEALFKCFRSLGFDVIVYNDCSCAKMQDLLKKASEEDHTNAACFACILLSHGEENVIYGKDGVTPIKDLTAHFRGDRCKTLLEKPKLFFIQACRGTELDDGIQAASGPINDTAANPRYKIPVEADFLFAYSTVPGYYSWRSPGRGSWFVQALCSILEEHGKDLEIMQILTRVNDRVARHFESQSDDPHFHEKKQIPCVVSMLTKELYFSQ
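buffer or medium = Zinc-free HEPES/NaCl buffer, pH 7.4 | material = Procaspase-7 triple mutant (PC-7 D3A) | input = 2 µM procaspase-7 mutant as dispensed | signal = Epi-absorbance of released pNA at 405 nm, two timepoints | timing = 1 h preincubation, 2 h reaction | replicates = singlicate compound testing | evaluation = % activation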
procasp3 activ – activates human procaspase-3; P42574; recombinant procaspase-3 D3A, Ac-DEVD-pNA absorbance 405 nm; activation, % at 8.5 µM; 330,000 tested, 0.11% active; AID 463141;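 active = activation above the mean of all tested compounds plus 3 SD, cut at about 21% in these data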;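 note: 0% = DMSO alone and 100% = DMSO wells spiked with extra 5 µM PC-3 D3A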
Target sequence (P42574 whole entry D9A/D28A/D175A): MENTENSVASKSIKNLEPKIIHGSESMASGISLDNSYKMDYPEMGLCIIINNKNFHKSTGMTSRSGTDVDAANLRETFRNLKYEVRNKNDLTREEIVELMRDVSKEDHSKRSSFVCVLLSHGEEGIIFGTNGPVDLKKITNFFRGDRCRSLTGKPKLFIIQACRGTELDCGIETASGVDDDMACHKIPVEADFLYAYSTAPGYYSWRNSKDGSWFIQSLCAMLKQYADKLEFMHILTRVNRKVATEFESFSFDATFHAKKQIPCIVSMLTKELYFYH
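Assay system – Procaspase-3 D3A mutant · Benchmarks – DMSO low control, extra-enzyme high control · Technique – 405 nm absorbance of p-nitroaniline, reads at 0 and 120 min · Doses – 8.5 µM nominal · Measure – % activation between DMSO and enzyme-spiked controls · Also added – Ac-DEVD-pNA chromogenic peptide substrate · Schedule – 1 h compound preincubation, 2 h substrate hydrolysis at 25 °C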
AHR act – human AHR activation. P35869. AHR-responsive luciferase reporter cells, luminescence. activation, % at 5 µM. 320,000 tested, 2.5% active. AID 2796; in the data active = activation above about 47%;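 note: 0% = vehicle wells and 100% = reference agonist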
CIT2-GFP yeast – alters CIT2-GFP fluorescence in TOR pathway yeast screen; 320,000 tested, 0.065% active; GFP response vs DMSO, % at 10 µM; S. cerevisiae CIT2-GFP strain, flow cytometry, 3 h; 100 means same as DMSO wells;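 active = GFP response relative to DMSO above a set limit, near the screen mean plus 3 SD, cut at about 150% in these data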;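 note: ratio of well median GFP fluorescence to mean of DMSO wells on the plate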
MEP2 TOR yeast – alters MEP2-GFP fluorescence in TOR pathway yeast screen. 330,000 tested, 0.51% active. GFP response vs DMSO, % at 10 µM. S. cerevisiae MEP2-GFP strain, flow cytometry GFP, 3 h; 100% = DMSO control level;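 active = GFP response versus DMSO above a set limit, roughly screen mean plus 3 SD, cut at about 180% in these data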;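 note: median GFP fluorescence of the barcode-gated MEP2-GFP cells per well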
AGP1 TOR yeast – yeast TOR pathway AGP1-GFP modulation. S. cerevisiae AGP1-GFP multiplex flow cytometry, 3 h; GFP as percent of DMSO wells. GFP response vs DMSO, % at 10 µM. 320,000 tested, 0.02% active;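 active = GFP response relative to DMSO above a set limit, near screen average plus 3 SD, cut at about 150% in these data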;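 note: median GFP channel fluorescence of the gated AGP1 strain per well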
RPL19A-GFP yeast – modulators of TOR pathway RPL19A-GFP in S. cerevisiae; AID 2025; 330,000 tested, 0.3% active; percent response vs DMSO, % at 10 µM; S. cerevisiae RPL19A-GFP strain, flow cytometry, 3 h; stronger effect = lower value;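 active = percent response vs DMSO below 50%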;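 note: median channel GFP fluorescence of the barcoded RPL19A-GFP strain; ratio of sample median GFP to plate DMSO average so 100% = DMSO; lower means less RPL19A-GFP as with rapamycin TOR inhibition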
* = called active by the depositor.

Start of the listing, in advance (5 entries):
Keys – A = LAP4 TOR yeast; B = proCasp7 act; C = procasp3 activ; D = AHR act; E = CIT2-GFP yeast; F = MEP2 TOR yeast; G = AGP1 TOR yeast; H = RPL19A-GFP yeast
CC1CCN(CC(=O)N2CCCc3c2c(=O)oc2ccc(OCc4ccccc4)cc32)CC1
  A = 90	B = -5	C = -1	D = 2	E = 92	F = 95	G = 93	H = 89
O=C1C(Cl)=C(Nc2ccccc2)C(=O)c2ccccc21
  A = 98	B = 0	C = -15	D = 9	E = 105	F = 100	G = 102	H = 100
c1cncc(-c2ccc3ncnc(NCc4cccs4)c3c2)c1
  A = 112	B = 12	C = 1	D = 30	E = 96	F = 99	G = 93	H = 94
Cc1ccccc1C1c2[nH]c3ccccc3c2C[C@H]2C(=O)N(c3ccccc3C(=O)NCCN3CCOCC3)C(=O)N12 (stereo partly specified)
  A = 108	B = -4	C = -2	D = 12	E = 101	F = 113	G = 102	H = 89
CCn1cc(Cl)c(C(=O)Nc2cccc(C(F)(F)F)c2)n1
  A = 109	B = 11	C = 9	D = 30	E = 95	F = 105	G = 97	H = 97

Main list, from the first entry:
Keys – A = LAP4 TOR yeast; B = proCasp7 act; C = procasp3 activ; D = AHR act; E = CIT2-GFP yeast; F = MEP2 TOR yeast; G = AGP1 TOR yeast; H = RPL19A-GFP yeast
CC1CCN(CC(=O)N2CCCc3c2c(=O)oc2ccc(OCc4ccccc4)cc32)CC1
  A = 90	B = -5	C = -1	D = 2	E = 92	F = 95	G = 93	H = 89
O=C1C(Cl)=C(Nc2ccccc2)C(=O)c2ccccc21
  A = 98	B = 0	C = -15	D = 9	E = 105	F = 100	G = 102	H = 100
c1cncc(-c2ccc3ncnc(NCc4cccs4)c3c2)c1
  A = 112	B = 12	C = 1	D = 30	E = 96	F = 99	G = 93	H = 94
Cc1ccccc1C1c2[nH]c3ccccc3c2C[C@H]2C(=O)N(c3ccccc3C(=O)NCCN3CCOCC3)C(=O)N12 (stereo partly specified)
  A = 108	B = -4	C = -2	D = 12	E = 101	F = 113	G = 102	H = 89
CCn1cc(Cl)c(C(=O)Nc2cccc(C(F)(F)F)c2)n1
  A = 109	B = 11	C = 9	D = 30	E = 95	F = 105	G = 97	H = 97
O=C(Nc1ccc(F)cc1Cl)c1ccc2c(=O)n3c(nc2c1)CCCCC3
  A = 109	B = 7	C = 3	D = 5	E = 93	F = 108	G = 96	H = 100
COc1ccc(NC(=O)CN(C)S(=O)(=O)c2ccc3[nH]c(=O)oc3c2)cc1
  A = 97	B = -10	C = 1	D = 0	E = 104	F = 90	G = 101	H = 99
Cc1onc(-c2c(F)cccc2Cl)c1C(=O)NCc1ccco1
  A = 95	B = 1	C = 7	D = -1	E = 102	F = 93	G = 98	H = 92
CCOc1nc(C)ccc1-c1noc(C)n1
  A = 114	B = 8	C = 3	D = 2	E = 101	F = 112	G = 110	H = 105
COc1ccccc1C(C[N+](=O)[O-])c1c(N)n(C)c(=O)n(C)c1=O (stereo unspecified)
  A = 135	B = 1	C = 5	D = 1	E = 100	F = 96	G = 105	H = 98
CCOC(=O)C1(C)C=C(Nc2ccc(OC)cc2)C(=O)N1c1ccc(OC)cc1 (stereo unspecified)
  A = 84	B = 2	C = 6	D = -2	E = 99	F = 96	G = 91	H = 100
CC(C)C(=O)Nc1cccc(C(=O)Nc2ccc3c(c2)OCO3)c1
  A = 98	B = 10	C = 7	D = 56*	E = 97	F = 100	G = 100	H = 103
Cc1nc(N)sc1-c1nnc(SCC(=O)Nc2nccs2)n1C
  A = 89	B = 0	C = 6	D = 1	E = 106	F = 90	G = 101	H = 96
CCC(C)c1ccccc1NC(=O)C(C)N(C)Cc1cccc(OC)c1 (stereo unspecified)
  A = 104	B = 3	C = 6	D = 2	E = 105	F = 102	G = 107	H = 101
COc1cccc(OCc2cc(/C=N/NC(=O)c3ccn[nH]3)ccc2OC)c1
  A = 110	B = 6	C = 2	D = 63*	E = 100	F = 111	G = 104	H = 101

Single values from the results shown:
Value of c1cncc(-c2ccc3ncnc(NCc4cccs4)c3c2)c1 in MEP2 TOR yeast: 99
Value of CCn1cc(Cl)c(C(=O)Nc2cccc(C(F)(F)F)c2)n1 in procasp3 activ: 9

Further results.
Keys – A = LAP4 TOR yeast; B = proCasp7 act; C = procasp3 activ; D = AHR act; E = CIT2-GFP yeast; F = MEP2 TOR yeast; G = AGP1 TOR yeast; H = RPL19A-GFP yeast
Cc1onc(-c2c(Cl)cccc2Cl)c1C(=O)NCc1ccc(S(N)(=O)=O)cc1
  A = 100	B = 3	C = 4	D = 5	E = 102	F = 115	G = 100	H = 109
CC(C)c1ccc(NC(=O)COc2ccccc2)cc1
  A = 94	B = 3	C = -3	D = -7	E = 101	F = 105	G = 91	H = 99
CN(CC(=O)Nc1ccc(Cl)cc1)C(=O)CCc1ccccc1
  A = 96	B = -3	C = 7	D = 3	E = 100	F = 100	G = 96	H = 100
C=CCNC(=O)COc1cc(C)cc(C)c1C
  A = 100	B = 0	C = -5	D = 6	E = 103	F = 97	G = 100	H = 100
COc1ccc2[nH]c(C)c(CCNC(=S)Nc3ccccc3C)c2c1
  A = 94	B = -7	C = 11	D = 3	E = 89	F = 91	G = 97	H = 102
COc1ccc(OC)c(S(=O)(=O)Nc2c(C)nn(C)c2C)c1
  A = 103	B = 2	C = -3	D = 1	E = 99	F = 104	G = 99	H = 101
O=[N+]([O-])c1cccnc1Oc1ccc(OCc2ccccc2)cc1
  A = 105	B = -4	C = -2	D = -3	E = 96	F = 106	G = 92	H = 97
O=C(NCC(c1ccc(F)cc1)N1CCOCC1)c1ccc(Br)o1 (stereo unspecified)
  A = 100	B = -18	C = 1	D = 4	E = 94	F = 99	G = 89	H = 98
O=C(C/C=N/OCc1ccccc1F)c1cnc(-c2ccc(Cl)cc2)s1
  A = 108	B = -3	C = 3	D = 4	E = 90	F = 106	G = 101	H = 98
Cc1ccccc1-n1c(SCC(=O)c2c(N)n(C)c(=O)n(C)c2=O)nnc1-c1cccnc1
  A = 92	B = -4	C = -1	D = -1	E = 105	F = 107	G = 101	H = 106
CCn1cc(C(=O)N[C@@H](CCSC)C(=O)NCCOC)c(=O)c2cc3c(cc21)OCO3
  A = 90	B = 11	C = 0	D = 5	E = 105	F = 104	G = 99	H = 102
O=C(CCSc1ccc(Cl)cc1)NN=C1CCCCCC1
  A = 100	B = 2	C = 1	D = 1	E = 104	F = 96	G = 102	H = 93
CCCCOCCCNC(=O)c1ccc(OC)cc1
  A = 103	B = -2	C = 5	D = 3	E = 105	F = 123	G = 102	H = 103

From PubChem
